Tb PFK block – qHTS Assay to Find Inhibitors of T. brucei phosphofructokinase | ATP-dependent 6-phosphofructokinase (Trypanosoma brucei brucei), O15648 | T. brucei PFK, ADP-Glo luminescence | Potency, µM (highest dose often 57.5 µM), for inactives: at the highest dose activity, negative = inhibition, usual class: inhibitors | 330,000 tested, 0.17% active | AID 485367, 2010;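 note: potency is the fitted concentration of half-maximal effect; 0% = uninhibited 1x PFK enzyme wells and -100% = no-enzyme wells; nearly all actives have a fitted effect of over 60% in size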
Target sequence (O15648 whole entry, looked up): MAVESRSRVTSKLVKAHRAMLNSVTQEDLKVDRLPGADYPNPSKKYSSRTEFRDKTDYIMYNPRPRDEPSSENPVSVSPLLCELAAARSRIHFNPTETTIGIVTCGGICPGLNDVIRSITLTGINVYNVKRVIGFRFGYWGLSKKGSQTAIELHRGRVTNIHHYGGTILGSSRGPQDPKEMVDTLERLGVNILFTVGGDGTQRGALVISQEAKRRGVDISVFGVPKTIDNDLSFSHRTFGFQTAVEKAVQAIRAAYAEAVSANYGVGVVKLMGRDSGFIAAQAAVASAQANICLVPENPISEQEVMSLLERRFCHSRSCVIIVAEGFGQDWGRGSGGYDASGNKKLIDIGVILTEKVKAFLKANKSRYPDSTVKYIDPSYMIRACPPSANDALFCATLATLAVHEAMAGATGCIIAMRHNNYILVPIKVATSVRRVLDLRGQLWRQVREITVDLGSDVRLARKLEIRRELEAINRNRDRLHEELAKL
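Activity is normalized to no-enzyme wells (full inhibition) and 1.25 nM enzyme wells (no inhibition). Reaction: 0.5 mM F6P, 0.1 mM ATP, 45 min RT, ADP-Glo luminescence; concentration-response curves fitted and classed by quality.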
VP16 counter – VP16 counterscreen qHTS for inhibitors of ROR gamma transcriptional activity; Drosophila S2 Gal4-VP16 UAS-luciferase, luminescence, 20 h; Potency, µM (doses to about 53.6 µM), without a hit: top-dose activity, negative = inhibition, hits mostly inhibitors; 310,000 tested, 3.5% active; AID 2546, 2010;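 note: Gal4-VP16 expression switched on by copper sulfate through the metallothionein promoter; potency is the fitted concentration of half-maximal effect; % is set by controls: 0 for no effect and ±100 for the full control effect; nearly all actives have a fitted effect of over 50% in size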
FLuc modulator – qHTS profiling assay for firefly luciferase inhibitor/activator using purifed enzyme and Km concentrations of substrates (counterscreen for miR-21 project). Luciferin 4-monooxygenase (Photinus pyralis), P08659. purified FLuc, Km substrates, luminescence inhibition. Potency, µM (highest dose often 57.5 µM), for the others: top-dose activity change, negative = inhibition, usual class: inhibitors. 360,000 tested, 6.9% active. AID 588342, 2011;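 note: potency is the fitted concentration of half-maximal effect; plate controls were vehicle for no effect and reference inhibitor for full effect; nearly all actives have a fitted effect of over 55% in size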
Target sequence (P08659 whole entry, looked up): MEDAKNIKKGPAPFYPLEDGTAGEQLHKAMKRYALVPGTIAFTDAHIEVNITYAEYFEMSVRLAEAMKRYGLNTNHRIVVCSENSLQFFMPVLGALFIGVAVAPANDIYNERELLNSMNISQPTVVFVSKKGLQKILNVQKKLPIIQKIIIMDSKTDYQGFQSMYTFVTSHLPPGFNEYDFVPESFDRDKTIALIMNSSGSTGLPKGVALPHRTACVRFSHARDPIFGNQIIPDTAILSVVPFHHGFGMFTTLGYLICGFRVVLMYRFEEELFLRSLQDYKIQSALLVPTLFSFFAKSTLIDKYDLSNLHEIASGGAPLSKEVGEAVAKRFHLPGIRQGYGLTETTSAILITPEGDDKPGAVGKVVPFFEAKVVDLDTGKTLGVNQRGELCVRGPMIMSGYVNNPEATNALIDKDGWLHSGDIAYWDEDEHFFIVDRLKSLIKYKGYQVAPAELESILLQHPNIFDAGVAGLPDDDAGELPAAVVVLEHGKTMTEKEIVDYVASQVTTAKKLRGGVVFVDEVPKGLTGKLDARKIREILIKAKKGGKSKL
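Purified P. pyralis luciferase, 10 nM final, with Km-level 10 uM D-luciferin and 10 uM ATP in 50 mM Tris acetate pH 7.5, 10 mM Mg acetate, 0.01% Tween-20, 0.05% BSA; 6-point qHTS titration about 60 µM downward; luminescence read.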
Rab9 promoter act – qHTS Assay for Rab9 Promoter Activators; Potency, µM (highest dose often 9.22 µM), inactives show at the top dose activation, negative = inhibition, hits mostly activators; 320,000 tested, 2.8% active; Huh7 Rab9 promoter-luciferase reporter, luminescence, 24 h; AID 485297, 2010; note: potency is the fitted concentration of half-maximal effect; % of control where 0% means no effect; nearly all actives have a fitted effect of over 60% in size
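Rab9 promoter-driven luciferase in stably transfected Huh7 cells; 1500 cells/well rested 2 h, exposed to compound in DMSO for 24 h at 37 °C, 5% CO2. Luminescence read 10 min after adding luciferase reagent at ambient temperature.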
NPC1 prom act – qHTS Assay for NPC1 Promoter Activators; Huh7 NPC1 promoter luciferase reporter, 24 h; Potency, µM (series often up to 9.22 µM), for the others: at the top dose activation, usual class: activators; 320,000 tested, 2.4% active; AID 485313, 2010;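 note: potency is the fitted concentration of half-maximal effect; % of control where 0% means no effect; nearly all actives have a fitted effect of over 60% in size; reporter is driven by a mutant NPC1 promoter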
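Huh7 reporter cells (NPC1 promoter driving luciferase) are dosed with compound for 24 h at 37 °C, 5% CO2; luciferase detection reagent is then added and luminescence measured after 10 min at ambient temperature.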
TRPV1 agonist – HTS Assay for Compounds that Act as Agonists of the Vanilloid Receptor 1 | TRPV1-expressing cells, Fluo-8 calcium influx, agonist mode | AID 540275, 2011 | Transient receptor potential cation channel subfamily V member 1 (Homo sapiens), Q8NER1 | activation, % at 8.33 µM | 320,000 tested, 0.19% active; in the data active = activation above about 80%; inconclusive = between about 30% and that limit; note: 0% is about no effect
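TRPV1-expressing cells were cultured overnight at 35.5C and loaded with Fluo-8 calcium dye for 40 to 90 min at room temperature. After a 10 s baseline, compound was added and calcium influx was read kinetically for 3 min (ex 480/em 520 nm).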
BRCA1 expr act – qHTS Assay to Identify Small Molecule Activators of BRCA1 Expression | MCF7-BRCA1-FFLuc reporter, luminescence, 48 h; response scale: scaled: vehicle 0%, 10 µM genistein 100% | Potency, µM (series often up to 46.1 µM), for the others: at the top dose activation, most hits filed as activators | 380,000 tested, 1.1% active | AID 624202, 2012; note: potency is the fitted concentration of half-maximal effect; nearly all actives have a fitted effect of over 80% in size; some results filed as inactive show a strong effect at the top dose
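MCF7 cells carrying a BRCA1-firefly luciferase reporter (2000 cells/well, phenol-red free MEM) were attached for 2 h at 37 °C, then given compounds for 48 h. Luminescence was read 15 min after luciferase reagent; activity normalized to genistein (10 microM) and DMSO.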
ELG1 genotox – qHTS screen for small molecules that induce genotoxicity in human embryonic kidney (HEK293T) cells expressing luciferase-tagged ELG1; 330,000 tested, 1.3% active; AID 504466, 2011; Potency, µM (highest dose often 46 µM), without a hit: top-dose activity change, positive = activation, actives largely listed as activators; HEK293T ELG1-luciferase reporter, luminescence, 16 h; note: potency is the fitted concentration of half-maximal effect; % of control where 0% means no effect; nearly all actives have a fitted effect of over 60% in size
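Screening used a luciferase reporter fused to human ELG1 in HEK293T cells. Luminescence was read on a CCD plate imager after 16 hr exposure and 30 min ONE-Glo incubation.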
ELG1 repair inh – qHTS screen for small molecules that inhibit ELG1-dependent DNA repair in human embryonic kidney (HEK293T) cells expressing luciferase-tagged ELG1; HEK293T ELG1-luciferase reporter, luminescence, 16 h; DNA damage induced by 5-fluorouridine; Potency, µM (top dose mostly 46.1 µM), for inactives: at the top dose activity change, negative = inhibition, actives largely listed as inhibitors; 330,000 tested, 2.3% active; AID 504467, 2011; note: potency is the fitted concentration of half-maximal effect; % is set by controls: 0 for no effect and ±100 for the full control effect; nearly all actives have a fitted effect of over 55% in size
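5-Fluorouridine DNA damage + compound/DMSO, 2,000 cells/well, 16 h, 37 °C/5% CO2. ONE-Glo, 30 min RT, luminescence. Readout = decrease in reporter signal.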
p53 reactivation – qHTS assay for re-activators of p53 using a Luc reporter | H1299 p53-A138V BP100-luciferase reporter, luminescence, 24 h | Potency, µM (highest dose often 92.2 µM), without a hit: top-dose activity change, positive = activation, hits mostly activators | 320,000 tested, 0.063% active | AID 504706, 2011; note: potency is the fitted concentration of half-maximal effect; % of control where 0% means no effect; nearly all actives have a fitted effect of over 45% in size
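p53-null H1299 cells stably carrying temperature-sensitive p53-A138V and a BP100-luciferase reporter were pinned with compounds (4-point, 1:5 series) and held 24 hrs at 37 deg C. Luminescence was read 10 min after detection reagent.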
RORgamma inh – qHTS for inhibitors of ROR gamma transcriptional activity; Drosophila S2 Gal4-RORgamma UAS-luciferase reporter, 20 h; 310,000 tested, 5.4% active; AID 2551, 2010; Potency, µM (series often up to 53.6 µM), for the others: at the top dose activity change, negative = inhibition, actives largely listed as inhibitors; note: potency is the fitted concentration of half-maximal effect; % is set by controls: 0 for no effect and ±100 for the full control effect; nearly all actives have a fitted effect of over 60% in size
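Read-out: Photinus luciferase luminescence; inhibitors lower reporter signal. Insect Schneider cells with Gal4-ROR gamma fusion under metallothionein promoter, UAS reporter; 700 uM final copper sulfate induction, 20 hr, ambient temperature.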
* marks the source's active call; other numbers are inactive results; ? = inconclusive; . = not tested or not shown; [ ] = dose if it differs, or a comment. Unless noted, calls come from the whole dose curve; as a rule, active = well fitted curve in the direction sought with a large enough effect; inconclusive = small, poorly fitted or top-dose-only effect, or another doubt; inactive = no such curve, though single readings can be large; an effect the other way counts as inactive or inconclusive.

SMILES	Tb PFK block	VP16 counter	FLuc modulator	Rab9 promoter act	NPC1 prom act	TRPV1 agonist	BRCA1 expr act	ELG1 genotox	ELG1 repair inh	p53 reactivation	RORgamma inh
Cc1[nH]c2ccc(F)cc2c(=O)c1SC(F)(F)C(F)F	1%	5%	4%	4%	-1%	2	-5%	-3%	-11%	10%	10%
COc1ccc(NC(=O)CCSc2ccc(F)cc2)cc1	3%	20%	15µM*	3.5µM*	?	?	7%	?	?	?	39%
Cc1ccc(-n2nc(C)c(C(=O)O)n2)c(C)c1	6%	4%	0%	5%	-3%	0	3%	1%	13%	15%	6%
CCOC(=O)c1cnc(SCC(=O)Nc2nnc(CC)s2)nc1N	-4%	-5%	3%	3%	2%	-1	7%	3%	-2%	?	-1%
O=C1SCCc2c1n(Cc1ccccc1)c1ccccc21	0%	-4%	0%	1%	-5%	13	-24%	6%	?	18%	-21%
CCOC(=O)c1cnn(-c2cccc(Cl)c2)c1N	3%	16%	?	15%	7%	17	10%[1.84 µM]	?	?	6%	?
Cn1nnnc1SCC(=O)N1CCc2ccccc2C1	-6%	7%	-3%	9%	15%	-6	27%	15%	?	19%	-56%
CCn1cnc2sc(C(=O)Oc3ccc(Br)cc3)c(C)c2c1=O	-1%	7%	?	?	?	-2	?	?	16%	6%	25%
COc1ccc(CN(C)C(=O)Cc2ccc(OC)c(S(=O)(=O)N3CCOCC3)c2)cc1	-7%	.	4%	3%	0%	5	11%	1%	3%	-1%	.
Cc1ccc(NCc2nnc3n2CCCCC3)cc1	-1%	-10%	-3%	21%	6%	0	49%	1%	-13%	15%	16%
O=C(Nc1ccc(F)cc1)/C(Cl)=C/c1ccccc1	0%	-12%	1.2µM*	2.5µM*	4µM*	83*	96%	?	?	0%	-57%
CO/C([O-])=N/c1c[n+](-c2ccc(C)cc2)no1	-5%	-7%	?	16%	19%	-1	77%	?	?	?	-3%
COc1ccc2c(c1OC)C(=O)N(c1ccc(O)cc1)C2	-8%	1%	15µM*	?	2.8µM*	0	4.5µM*	?	?	13%	?
O=C(CC(=O)Nc1ccc(F)cc1F)Nc1ccc(F)cc1F	6%	-4%	3%	-10%	-3%	-6	-2%	-2%	7%	1%	5%
N#Cc1ccccc1NC(=O)CSc1nnc(-c2ccccc2)n1-c1ccccc1	0%	19%	1%	2%	4%	5	-90%[inhibitor]	-29%	?	-3%	9%
Cc1[nH]n(-c2nc(-c3ccc(Cl)cc3)cs2)c(=O)c1N=Nc1ccc(O)cc1	-7%	-5%	?	-69%[inhibitor]	-49%[inhibitor]	5	-78%	-13%	4.1µM*	-2%	10%
COc1ccc(CCN2C(=O)CC(N3CCOCC3)C2=O)cc1 (centres undefined)	-5%	-4%	0%	-6%	-3%	0	8%	1%	7%	0%	-29%
O=C(COc1ccccc1)NC1CCCCC1	-1%	-10%	-9%	2%	2%	2	32%	-4%	25%	29%	6%
O=C(CN1CCN(S(=O)(=O)c2ccc(F)cc2)CC1)NC1CCCC1	3%	-1%	2%	0%	1%	2	-16%	3%	5%	-8%	-22%
CCCCCn1c(=O)[nH]c2cc(C(=O)NCCCN3CCCCC3CC)ccc2c1=O (centres undefined)	0%	-14%	3%	-3%	-3%	-2	-60%	1%	1%	-4%	-8%
COc1ccc(/C=N\NC(=O)c2ccccc2OC)cc1COc1c(F)c(F)c(F)c(F)c1F	-7%	-3%	1%	-49%[inhibitor]	-38%[inhibitor]	9	-76%	-14%	?	13%	28%
CCN(C(=O)Cn1ccc(C(F)(F)F)n1)c1c(N)n(Cc2ccccc2)c(=O)[nH]c1=O	-5%	.	0%	-2%	0%	3	-15%	2%	9%	5%	.
COc1ccc(C2CC(c3ccc(Br)cc3)=NN2C(=O)c2cccnc2)cc1 (centres undefined)	8%	-24%	-4%	-6%	-1%	2	-49%	0%	?	-18%	?
CCCC(=O)Nc1ccc(C(=O)/C=C/c2ccc(SC)cc2)cc1	1%	-16%	?	18%	-1%	-7	30%	-3%	-3%	2%	?
O=C(NC(=S)Nc1ccc([N+](=O)[O-])cc1O)C1CCCCC1	-2%	?	?	8%	11%	-6	63%	-6%	?	-3%	?
COc1cccc(OC)c1C(=O)O/N=C(\N)c1ccncc1	-4%	1%	1%	-19%	-7%	1	-4%	0%	18%	3%	-18%
c1ccc(CSc2ccc(-c3ccccn3)nn2)nc1	-5%	-3%	?	2.5µM*	2.8µM*	1	-17%	?	?	?	?
O=C(Nc1ccc(C(=O)N2CCOCC2)cc1)Nc1ccc(Cl)cc1Cl	-1%	4%	0%	-7%	-3%	?	-4%	-3%	?	-7%	17%
COCCn1c(SCC(=O)Nc2cc(Cl)ccc2OC)nc2c(c1=O)SC(C)C2 (centres undefined)	-2%	?	3%	-3%	-4%	5	-27%	-4%	26µM*	-13%	?
CCC(=O)Nc1ccc(Cl)c(-c2nc3ncccc3o2)c1	0%	-5%	5%	-1%	-6%	2	-2%	1%	-6%	.	27%[1.91 µM]
CC(=O)Nc1ccc2c(CSc3nncs3)cc(=O)oc2c1	0%	-7%	-3%	2%	2%	-2	-10%	0%	-10%	-8%	13%
O=C(COC(=O)CNC(=O)c1ccccc1)NC1CCCCC1	7%	.	.	-1%	1%	2	10%	2%	-1%	-4%	.
O=C(OCC(=O)C12CC3CC(CC(C3)C1)C2)c1cnccn1	-10%	-1%	-18%	1%	0%	20	3%	1%	6%	-15%	-3%
CC(C)(C)c1cc(CN2CCCC(O)C2)c(O)c(C(C)(C)C)c1 (centres undefined)	7%	-15%	4%	-2%	2%	12	-36%	5%	-11%	3%	-42%
COc1ccc(NC(=O)C2C3C=CC(C3)C2C(=O)NCc2ccco2)c(OC)c1 (centres undefined)	1%	1%	1%	0%	0%	-1	-1%	2%	7%	0%	26%
CCOC(=O)C1=C(C)N(C)C(=S)NC1c1ccccc1Cl (centres undefined)	2%	?	-2%	2%	-1%	1	-19%	-5%	0%	1%	8.9µM*
CCOC(=O)c1ccc(NC(=O)COc2ccc(S(=O)(=O)N3CCCC3)cc2)cc1	2%	6%	1%	-2%	-3%	1	-4%	-5%	?	-4%	32%
O=C(Cn1ccc2ccccc2c1=O)NCC(=O)Nc1ccc(F)cc1F	15%	0%	-1%	2%	-3%	-3	-3%	0%	7%	3%	-1%
Clc1ccc(N2CCN(c3ncnc4c3oc3ccccc34)CC2)cc1	2%	-3%	-1%	0%	-3%	2	5%	-2%	5%	8%	-13%
Cc1noc(C)c1CCC(=O)O	-1%	1%	-2%	-10%	-3%	1	3%	0%	12%	2%	-4%
CCNC(=S)NCc1ccco1	0%	-3%	2%	-2%	0%	2	-4%	-1%	3%	-7%	-15%
CCOCCc1nnc(NC(=O)Cc2ccccc2)s1	0%	4%	2%	-6%	1%	-2	1%	0%	9%	4%	15%
Cc1ccc2oc(C(=O)NCc3ccc(S(N)(=O)=O)cc3)cc(=O)c2c1	-7%	-13%	0%	-3%	-3%	-4	-5%	2%	-12%	4%	-4%
COc1cc(S(=O)(=O)Nc2cccnc2)ccc1F	-7%	-11%	0%	0%	1%	0	-11%	-1%	3%	4%	-15%
Cc1nn(-c2ccccc2)nc1C(N)=O	-2%	-6%	-6%	-5%	5%	-1	-7%	4%	8%	2%	-3%
CC(C)C(OC(=O)CN1C(=O)c2ccccc2C1=O)C(=O)NC1CCCCC1 (centres undefined)	-5%	-6%	1%	1%	-4%	9	-1%	-2%	7%	3%	-7%
CCOC(=O)c1c(NC(=O)CSc2nnc(-c3ccccc3)o2)sc(C(C)=O)c1C	-4%	3%	-5%	7%	6%	2	10%	?	?	8%	-33%
